MPTP block: blocks calcium-induced mitochondrial swelling; isolated mouse mitochondria, Ca2+ swelling absorbance, 30 min; inhibition, % at 10 µM; 360,000 compounds, 1.4% hits;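 active = inhibition of 50% or more, scaled per plate between neutral and stimulator controls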;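 note: 0% = DMSO wells given calcium and 100% = 1 mM EGTA wells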
APOBEC3G inh: blocks human APOBEC3G single-stranded DNA deamination; AID 493012; Q9HC16; inhibition, % at 20 µM; 330,000 compounds, 0.28% hits; recombinant A3G, ssDNA deamination FAM/TAMRA fluorescence;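 active = inhibition of at least 40% at 20 µM, with no more than 30% in the related APOBEC3A deaminase screen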;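 note: plate controls were DMSO wells with A3G for no effect and wells lacking A3G enzyme for full effect; some compounds called inactive have numbers as strong as hits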
Target sequence (Q9HC16 whole entry, looked up): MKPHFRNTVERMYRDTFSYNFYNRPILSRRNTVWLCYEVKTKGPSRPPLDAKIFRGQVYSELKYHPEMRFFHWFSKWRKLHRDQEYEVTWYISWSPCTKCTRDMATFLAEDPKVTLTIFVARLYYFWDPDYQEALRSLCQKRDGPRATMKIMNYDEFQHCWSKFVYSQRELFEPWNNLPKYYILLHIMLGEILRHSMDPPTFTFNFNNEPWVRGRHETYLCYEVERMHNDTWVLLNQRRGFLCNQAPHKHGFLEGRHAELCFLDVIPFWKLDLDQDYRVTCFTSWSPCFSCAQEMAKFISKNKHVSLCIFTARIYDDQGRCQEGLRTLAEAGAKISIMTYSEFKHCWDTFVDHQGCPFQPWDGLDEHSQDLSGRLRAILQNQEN
Gli-Sufu antag: antagonists of Gli-Sufu signaling; inhibition, % at 5 µM; 340,000 compounds, 0.74% hits; Sufu-KO-LIGHT fibroblasts, Gli luciferase reporter luminescence;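 active = inhibition above about 55%, limit read from the data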;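 note: 0% = DMSO-treated cells and 100% = wells with medium but no cells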
A3A deaminase: inhibitors of human APOBEC3A DNA deaminase; P31941; recombinant A3A, FAM/TAMRA ssDNA deamination fluorescence; 330,000 compounds, 0.41% hits; AID 493011; inhibition, % at 20 µM;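 active = at least 40% inhibition at 20 µM here, with at most 30% in a related deaminase screen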;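 note: plate controls were A3A with DMSO for no effect and wells lacking A3A enzyme for full effect; some results filed as inactive read as strong as hits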
Target sequence (P31941 whole entry, looked up): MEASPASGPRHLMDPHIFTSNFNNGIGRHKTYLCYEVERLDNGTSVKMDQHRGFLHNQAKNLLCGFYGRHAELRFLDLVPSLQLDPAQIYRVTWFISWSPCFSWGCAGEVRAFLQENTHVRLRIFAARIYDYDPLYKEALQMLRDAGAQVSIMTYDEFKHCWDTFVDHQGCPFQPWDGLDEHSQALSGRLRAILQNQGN
CCR6 antag: blocks CCL20-driven beta-arrestin recruitment at human CCR6; inhibition, % at 20 µM; P51684; 340,000 compounds, 0.49% hits; CHO-K1 CCR6 PathHunter beta-arrestin, luminescence, CCL20-stimulated;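 active = compounds whose inhibition of the agonist-driven luminescence signal at 20 µM reaches about 50%, limit read from the data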;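 note: cells stimulated with CCL20 at 14 nM final; plate controls were DMSO with CCL20 for no effect and DMSO without agonist for full effect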
Target sequence (P51684 whole entry, looked up): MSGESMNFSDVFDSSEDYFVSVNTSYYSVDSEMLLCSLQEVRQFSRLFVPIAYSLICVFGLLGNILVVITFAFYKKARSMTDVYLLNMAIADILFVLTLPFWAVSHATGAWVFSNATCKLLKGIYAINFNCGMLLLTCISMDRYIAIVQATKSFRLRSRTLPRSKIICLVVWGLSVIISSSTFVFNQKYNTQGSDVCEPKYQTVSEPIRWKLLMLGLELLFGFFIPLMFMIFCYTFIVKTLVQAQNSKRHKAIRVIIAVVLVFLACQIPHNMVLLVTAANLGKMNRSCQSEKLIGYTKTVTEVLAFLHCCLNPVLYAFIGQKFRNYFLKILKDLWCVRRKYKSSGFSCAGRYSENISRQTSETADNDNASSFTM
CXCR6 inh: CXCR6 (human) receptor inhibition; O00574; CHO-K1 PathHunter CXCR6 beta-arrestin, luminescence; inhibition, % at 20 µM; 360,000 compounds, 0.36% hits; in the data active = inhibition above about 34%, passing the limit was not always enough;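 note: antagonist mode with CXCL16 agonist at 10 nM final; 0% = 10 nM CXCL16 with DMSO and 100% = unstimulated wells without agonist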
NR3A LBD binder: modulates the human NR3A ligand-binding domain. NR3A LBD differential scanning fluorimetry, Tm shift; 0% = protein alone, 100% = glycine-bound protein. Tm shift relative to glycine control, % at 25 µM. 340,000 compounds, 2.5% hits. AID 1259313;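 active = melting temperature shift of at least 10% of the positive control shift, at one fixed dose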
EBI2 block: antagonists of human EBI2 receptor | P32249 | EBI2 beta-arrestin recruitment, luminescence, 7a,25-OHC stimulated | inhibition, % at 5 µM | 360,000 compounds, 0.81% hits | AID 651636; in the data active = inhibition above about 38%;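 note: enzyme fragment complementation signal reports receptor beta-arrestin coupling in cells; 0% = agonist plus DMSO wells and 100% = wells without agonist; some results beyond the cut were filed as inactive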
* = called active by the depositor.

`C[C@H](CO)N1C[C@H](C)[C@@H](CN(C)S(=O)(=O)c2cccs2)Oc2ccc(NS(=O)(=O)c3cn(C)cn3)cc2C1=O` gave MPTP block -0.5, APOBEC3G inh -8, Gli-Sufu antag -6, A3A deaminase 0, CCR6 antag -1, CXCR6 inh -4, NR3A LBD binder 0 and EBI2 block -16.
`CNC(=S)NNC(=O)CCn1nc(C)c(Br)c1C` gave MPTP block -1.2, APOBEC3G inh -1, Gli-Sufu antag 7, A3A deaminase 0, CCR6 antag -6, CXCR6 inh -1, NR3A LBD binder -1 and EBI2 block -4.
For C/C(N)=C(/C#N)C(=O)CSc1nc2ccccc2n1CC(C)C the results were MPTP block -0.7, APOBEC3G inh -7, Gli-Sufu antag 7, A3A deaminase -4, CCR6 antag -3, CXCR6 inh 10, NR3A LBD binder -1 and EBI2 block 4.
Screening O=C(O)c1cccc(N/N=C/c2sc(N3CCOCC3)nc2-c2ccccc2)c1 returned MPTP block -1.1, APOBEC3G inh -6, Gli-Sufu antag -85, A3A deaminase -1, CCR6 antag 1, CXCR6 inh -8, NR3A LBD binder 14* and EBI2 block -4.
Screening CC(C)CN1CCN(Cc2nc(C(C)C)cs2)CC1CCO (stereo not given) returned MPTP block 0.3, APOBEC3G inh -6, Gli-Sufu antag 11, A3A deaminase -5, CCR6 antag 7, CXCR6 inh 1, NR3A LBD binder -2 and EBI2 block 2.
Screening COc1ccc(/C=N/n2c(-c3ccco3)nc3ccccc3c2=O)cc1 returned MPTP block -0.1, APOBEC3G inh -3, Gli-Sufu antag -12, A3A deaminase 3, CCR6 antag 3, CXCR6 inh -8, NR3A LBD binder 0 and EBI2 block 5.
Screening CCOc1ccc(S(=O)(=O)Nc2cccc(C(=O)N(C)CC(=O)Nc3ccc(OC)cc3)c2)cc1 returned MPTP block 0.3, Gli-Sufu antag -7, CCR6 antag 16, CXCR6 inh -2, NR3A LBD binder 2 and EBI2 block 0.
Screening Cc1cccc(N=CC=C2OC(C)(C)C(C)(C)O2)c1 returned MPTP block 1.2, APOBEC3G inh -2, Gli-Sufu antag -2, A3A deaminase 0, CCR6 antag 4, CXCR6 inh 6, NR3A LBD binder -1 and EBI2 block 18.
`Brc1ccccc1OCCCCn1cnc2ccccc21` gave MPTP block 85*, APOBEC3G inh -4, A3A deaminase 4, CCR6 antag 11, CXCR6 inh 5, NR3A LBD binder 7 and EBI2 block 10.
`COc1ccc(NC(=O)CN2CCN(c3ccccc3Cl)CC2)cc1` gave MPTP block -1.1, APOBEC3G inh -5, Gli-Sufu antag 6, A3A deaminase -7, CCR6 antag 7, CXCR6 inh 5, NR3A LBD binder 1 and EBI2 block -2.
COc1cc(/C=C2\SC(=O)NC2=O)ccc1OCC(=O)N1CCOCC1 was read as MPTP block 0.8, APOBEC3G inh -12, Gli-Sufu antag -9, A3A deaminase -4, CCR6 antag 9, CXCR6 inh -2, NR3A LBD binder 2 and EBI2 block -8.
COc1ccc(C2=C(Nc3ccc(C)cc3)c3ccccc3C2=O)cc1 was read as MPTP block 0.4, APOBEC3G inh 1, Gli-Sufu antag 18, A3A deaminase -1, CCR6 antag 9, CXCR6 inh 6, NR3A LBD binder -8 and EBI2 block 0.
Screening Cc1nn(Cc2ccc([N+](=O)[O-])cc2)c(=O)n1-c1ccc(F)cc1 returned MPTP block -1.0, APOBEC3G inh 3, Gli-Sufu antag 3, A3A deaminase 5, CCR6 antag -2, CXCR6 inh -3, NR3A LBD binder -2 and EBI2 block -3.
`CC(C)N(Cc1ccccc1)C(=O)/C=C/c1ccccc1[N+](=O)[O-]` gave MPTP block 0.3, APOBEC3G inh -5, Gli-Sufu antag 0, A3A deaminase -2, CCR6 antag 16, CXCR6 inh 10, NR3A LBD binder 0 and EBI2 block 0.
Screening COc1ccc(-c2n[nH]c(C)c2-c2cnn(-c3ccccc3)c2)c(O)c1C returned MPTP block 14, APOBEC3G inh 0, Gli-Sufu antag 13, A3A deaminase 2, CCR6 antag 10, CXCR6 inh 10, NR3A LBD binder 24* and EBI2 block -4.
CCOC(=O)C(C)Sc1ncc(OC)c(=O)[nH]1 (stereo not given) was read as MPTP block 0.4, APOBEC3G inh -1, Gli-Sufu antag -3, A3A deaminase 1, CCR6 antag -5, CXCR6 inh 5, NR3A LBD binder -1 and EBI2 block -7.
Screening CCN(CC)C(=O)CSc1nc2ccccc2c(=O)n1CCC(=O)NCc1ccc(F)cc1 returned MPTP block 2.3, APOBEC3G inh -1, Gli-Sufu antag 9, A3A deaminase -1, CCR6 antag 12, CXCR6 inh 6, NR3A LBD binder 2 and EBI2 block 5.
`CC1(C)Cc2nc3[nH]c(=S)[nH]c(=O)c3cc2CO1` gave MPTP block 0.1, APOBEC3G inh -6, Gli-Sufu antag -1, A3A deaminase -1, CCR6 antag 4, CXCR6 inh 11, NR3A LBD binder 0 and EBI2 block -1.
For CCOC(=O)C1=C(N)N2C(=O)C(C)SC2=C(C(=O)OC)C1c1ccccc1OC (stereo not given) the results were MPTP block 2.1, APOBEC3G inh -7, Gli-Sufu antag 7, A3A deaminase -5, CCR6 antag 19, CXCR6 inh 4, NR3A LBD binder -2 and EBI2 block 16.
Screening Cc1ccc(CSc2nnc(-c3cccnc3)n2N)cc1 returned MPTP block 0.0, APOBEC3G inh -7, Gli-Sufu antag 0, A3A deaminase -1, CCR6 antag -9, CXCR6 inh -8, NR3A LBD binder -1 and EBI2 block 4.

The last four compounds of the part before are carried over, then new ones follow.
Screening CCN(CC)C(=O)CSc1nc2ccccc2c(=O)n1CCC(=O)NCc1ccc(F)cc1 returned MPTP block 2.3, APOBEC3G inh -1, Gli-Sufu antag 9, A3A deaminase -1, CCR6 antag 12, CXCR6 inh 6, NR3A LBD binder 2 and EBI2 block 5.
`CC1(C)Cc2nc3[nH]c(=S)[nH]c(=O)c3cc2CO1` gave MPTP block 0.1, APOBEC3G inh -6, Gli-Sufu antag -1, A3A deaminase -1, CCR6 antag 4, CXCR6 inh 11, NR3A LBD binder 0 and EBI2 block -1.
For CCOC(=O)C1=C(N)N2C(=O)C(C)SC2=C(C(=O)OC)C1c1ccccc1OC (stereo not given) the results were MPTP block 2.1, APOBEC3G inh -7, Gli-Sufu antag 7, A3A deaminase -5, CCR6 antag 19, CXCR6 inh 4, NR3A LBD binder -2 and EBI2 block 16.
Screening Cc1ccc(CSc2nnc(-c3cccnc3)n2N)cc1 returned MPTP block 0.0, APOBEC3G inh -7, Gli-Sufu antag 0, A3A deaminase -1, CCR6 antag -9, CXCR6 inh -8, NR3A LBD binder -1 and EBI2 block 4.
`COC(=O)C1C(=O)C(C(=O)/C=C/c2ccccc2)C(=O)CC1(C)C` (stereo not given) gave MPTP block -0.6, APOBEC3G inh -5, Gli-Sufu antag 16, A3A deaminase -3, CCR6 antag 6, CXCR6 inh 0, NR3A LBD binder -1 and EBI2 block -3.
CC1(C)c2[nH]c3ccccc3c2C[C@H]2C(=O)N(CCCCCO)CC(=O)N21 was read as MPTP block 0.2, APOBEC3G inh -1, Gli-Sufu antag 2, A3A deaminase 2, CCR6 antag -2, CXCR6 inh 0, NR3A LBD binder -2 and EBI2 block 0.
For CN(C(=O)c1ccc(NC(=O)Cc2cccc(NC(=O)C3CCCN(C(=O)c4ccccc4)C3)c2)cc1)C1CC1 (stereo not given) the results were MPTP block -0.4, Gli-Sufu antag 2, CCR6 antag 4, CXCR6 inh 1, NR3A LBD binder 0 and EBI2 block -3.
Screening Cc1ccc(NC(=O)C2Cc3ccccc3O/C2=N\O)cc1C (stereo not given) returned MPTP block -0.1, APOBEC3G inh -7, Gli-Sufu antag -13, A3A deaminase -2, CCR6 antag 1, CXCR6 inh 9, NR3A LBD binder 0 and EBI2 block -9.
`COc1ccc(-c2cc(C(=O)N(C)Cc3ccccc3F)c3ccccc3n2)cc1OC` gave MPTP block -1.3, APOBEC3G inh -3, Gli-Sufu antag 11, A3A deaminase 31, CCR6 antag 10, CXCR6 inh 8, NR3A LBD binder -1 and EBI2 block -15.
Screening CC(=O)c1cccc(NC(=O)Nc2ccc3c(c2)N(C)C(=O)CS3)c1 returned MPTP block 90*, APOBEC3G inh 7, Gli-Sufu antag 2, A3A deaminase 0, CCR6 antag 16, CXCR6 inh -8, NR3A LBD binder -11 and EBI2 block 11.
Screening CC(C)(C)OC(=O)NCc1ccc(CNC(=O)c2nc[nH]c2C(=O)N2CCc3ccccc3C2)cc1 returned MPTP block 1.6, APOBEC3G inh -8, Gli-Sufu antag 23, A3A deaminase -2, CCR6 antag 4, CXCR6 inh -2, NR3A LBD binder -1 and EBI2 block -9.
CC(C)(C)C1(C)OC(C(N)=O)C(C(N)=O)O1 (stereo not given) was read as MPTP block 0.5, APOBEC3G inh -3, Gli-Sufu antag -7, A3A deaminase 1, CCR6 antag -2, CXCR6 inh -8, NR3A LBD binder 0 and EBI2 block -6.
Cc1nc2ccccn2c1-c1csc(Nc2cccc(C(=O)O)c2)n1 was read as MPTP block 0.1, APOBEC3G inh -4, Gli-Sufu antag -6, A3A deaminase 2, CCR6 antag 2, CXCR6 inh 1, NR3A LBD binder 0 and EBI2 block 4.
CS(=O)(=O)C1=NN2C(=N)/C(=C\c3ccc(OCCOc4ccccc4)cc3)C(=O)N=C2S1 was read as MPTP block 2.7, Gli-Sufu antag -27, CCR6 antag 16, CXCR6 inh 7, NR3A LBD binder 2 and EBI2 block 8.
Cc1cc(C)c2c(N)c(C(=O)NN)sc2n1 was read as MPTP block 0.8, APOBEC3G inh 1, Gli-Sufu antag -3, A3A deaminase 2, CCR6 antag 1, CXCR6 inh -9, NR3A LBD binder -3 and EBI2 block -1.
`CC(C)(C)[C@@H]1C=C(C(=O)N2CCN(Cc3ccccc3)CC2)O[C@H](OCc2ccc(CO)cc2)C1` gave MPTP block 0.5, APOBEC3G inh 0, Gli-Sufu antag 18, A3A deaminase 3, CCR6 antag 17, CXCR6 inh 0, NR3A LBD binder -1 and EBI2 block 17.
For O=C(C[n+]1ccccc1)N/N=C/c1cccc(Cl)c1Cl the results were MPTP block -0.9, APOBEC3G inh -7, Gli-Sufu antag 0, A3A deaminase -3, CCR6 antag -3, CXCR6 inh -5, NR3A LBD binder 0 and EBI2 block -6.
`Cc1cc(C)nc(NC(=O)c2ccc(COc3ccccc3Cl)cc2)c1` gave MPTP block -3.8, APOBEC3G inh 4, Gli-Sufu antag 9, A3A deaminase 0, CCR6 antag 19, CXCR6 inh 5, NR3A LBD binder 4 and EBI2 block 13.
Screening Cc1cccc(Nc2cc(C)nc3ccccc23)c1 returned MPTP block 1.2, APOBEC3G inh -4, Gli-Sufu antag 8, A3A deaminase 12, CCR6 antag 22, CXCR6 inh 8, NR3A LBD binder 3 and EBI2 block -6.
CN1CCCN(C(=O)Cc2c(Cl)cccc2Cl)c2nc3ccccc3nc21 was read as MPTP block -0.1, APOBEC3G inh -4, Gli-Sufu antag -1, A3A deaminase -2, CCR6 antag 13, CXCR6 inh 8, NR3A LBD binder 3 and EBI2 block 20.
COc1ccc(CN(C)CC(=O)Nc2ccc(SC(F)F)cc2)cc1OC was read as MPTP block 0.1, APOBEC3G inh -4, Gli-Sufu antag 1, A3A deaminase 0, CCR6 antag 4, CXCR6 inh -10, NR3A LBD binder 0 and EBI2 block 5.

Quoted at random: 2 compounds from above.
Screening O=C(O)c1cccc(N/N=C/c2sc(N3CCOCC3)nc2-c2ccccc2)c1 returned MPTP block -1.1, APOBEC3G inh -6, Gli-Sufu antag -85, A3A deaminase -1, CCR6 antag 1, CXCR6 inh -8, NR3A LBD binder 14* and EBI2 block -4.
Screening Cc1nn(Cc2ccc([N+](=O)[O-])cc2)c(=O)n1-c1ccc(F)cc1 returned MPTP block -1.0, APOBEC3G inh 3, Gli-Sufu antag 3, A3A deaminase 5, CCR6 antag -2, CXCR6 inh -3, NR3A LBD binder -2 and EBI2 block -3.
